CD40 NFkB inh: CD40 pathway inhibition in BL2 cells; BL2 NF-kB luciferase reporter, CD40L-induced, 4 h; inhibition, % at 10 µM; actives 0.94% (n = 83,000); AID 1053188;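 active means mean inhibition of at least 50% with a set share of replicates also reaching that level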;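 further: 0% = neutral control wells and 100% = IKK inhibitor VII at 50 µM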
An asterisk follows results filed as active; & = joins results of further samples; [ ] = another dose, or the depositor's remark.

The first three records (preview)
CD40 NFkB inh	mol
-47	O=C(C1CCCC1)N1CC[C@@H]2[C@H](CO)Nc3ccc(-c4cccc(F)c4)cc3[C@@H]21
1[25 µM]	O=C(C[C@@H]1CC[C@H]2[C@@H](COC[C@H](O)CN2Cc2ccc(F)cc2)O1)NCCc1ccccc1
-22	CC(=O)Nc1ccc(NC(=O)C(C)Sc2nnc(-c3ccc4c(c3)OCO4)o2)cc1 (configuration not stated)

Main list, from the first entry:
CD40 NFkB inh	mol
-47	O=C(C1CCCC1)N1CC[C@@H]2[C@H](CO)Nc3ccc(-c4cccc(F)c4)cc3[C@@H]21
1[25 µM]	O=C(C[C@@H]1CC[C@H]2[C@@H](COC[C@H](O)CN2Cc2ccc(F)cc2)O1)NCCc1ccccc1
-22	CC(=O)Nc1ccc(NC(=O)C(C)Sc2nnc(-c3ccc4c(c3)OCO4)o2)cc1 (configuration not stated)
-8	COc1ccc(NC(=O)CNC(=O)C2CCCCC2)cc1OC
7	COC(=O)c1cc(S(=O)(=O)NCc2ccc3c(c2)OCO3)cn1C
2&-5[25 µM]	COc1cccc(CN2C[C@@H]3N[C@H](C2)C3c2ccc(-c3ccncc3)cc2)c1 (some centres not stated)
-84	Cn1ncc2c(Sc3ccc(Cl)cc3)ncnc21
6	O=C(Nc1ccncc1)C1c2ccccc2Oc2ccccc21
-15	CC(=O)N1CCC(=NNC(=O)c2cccs2)CC1
-3	COc1ccc(N2CCN(CCCNC(=O)Nc3ccccc3)CC2)cc1
-5	COc1ccc(-c2ccc(C3[C@@H]4CN(S(=O)(=O)c5cn(C)cn5)C[C@H]3N4)cc2)cc1 (some centres not stated)
16	CCC1CCc2[nH]nc(C(=O)O)c2C1 (configuration not stated)
-10[25 µM]	CNC[C@@H]1Oc2cc(C3=CCCC3)ccc2S(=O)(=O)N([C@@H](C)CO)C[C@H]1C
3	OC[C@H]1[C@H](c2ccc(-c3ccccc3)cc2)[C@@H]2CN(CCC(F)(F)F)CCCCN12
6	COc1cccc(/C=C/C(=O)OCC(=O)c2ccc(Br)cc2)c1
-3	OC(c1nc2ccc(F)cc2[nH]1)C(O)c1nc2ccc(F)cc2[nH]1 (configuration not stated)
-4	CN1CCN(c2ccc(S(=O)(=O)N3CCCCC3)cc2NC(=O)COc2cccc(Cl)c2)CC1
-3[25 µM]	Cc1cccc(-c2ccc([C@@H]3[C@H]4CN(CCC(F)(F)F)CCCCN4[C@H]3CO)cc2)c1
-3	N#C[C@@H]1[C@@H](c2ccc(C#CC3CCCC3)cc2)[C@@H](CO)N1S(=O)(=O)c1ccccc1
2	NC1=NN=C(N2N=C(c3ccc(Br)cc3)CC2(O)C(F)(F)F)n2ncnc2C1 (configuration not stated)
-12	Nc1cc(S(=O)(=O)Nc2ccccc2Cl)ccc1N1CCOCC1
8	Nc1nonc1C(=O)NC(c1ccccc1)c1ccccc1
2	C[C@H](CO)N1C[C@H](C)[C@H](CN(C)C(=O)NC2CCCC2)OCc2cn(nn2)CCCC1=O
-7	Cc1cc2c(sc3ccccc32)c(C)n1
-7[25 µM]	C=C(C)C[C@H]1CCn2nncc2COCCNC1=O
-38	O=C(O/N=C1/CCCc2occc21)c1ccc(F)cc1
6	COc1ccc(CNC(=O)c2cccc(NC(=O)c3ccccc3)c2)cc1
6	Clc1ccc(-n2nnnc2-c2ccno2)cc1
1	Cc1ccc(NC(=S)N2CCN(S(=O)(=O)c3c(F)cccc3F)CC2)cc1C
1	COc1cccc(CN(C)C(=O)c2cccc(S(=O)(=O)Nc3cccc(C)c3)c2)c1OC
-13	COc1ccc(OCC(=O)N2CCOCC2)cc1
-61	CCCC(=O)Nc1ccc2oc(-c3ccncc3)nc2c1
-5	COc1ccccc1CNC(=O)CC1C(=O)NCCN1C1Cc2ccccc2C1 (configuration not stated)
12	CCOc1ccc(-n2c(-c3ccc(Cl)cc3)c[n+]3c2SCC3)cc1
-1	Cc1nc2ccccc2nc1OCC(=O)Nc1ccc2ccccc2c1
0[25 µM]	O=C(Cc1ccncc1)N1CC(=O)N2[C@@H](CO)[C@H](c3ccc(Br)cc3)[C@@H]2C1
-13[25 µM]	COCC#Cc1cnc2c(c1)C(=O)N([C@@H](C)CO)C[C@H](C)[C@@H](CN(C)C(=O)Cc1ccccc1)O2
-11	COC(=O)c1c(NC(=O)C2C3CCC(C3)C2C(=O)O)sc2c1CCCCC2 (configuration not stated)
2	O=C(CC(F)(F)F)N1C[C@H]2[C@@H](c3ccccc31)[C@@H](CO)N2C(=O)C1CCCC1
-1	O=S(=O)(NCCc1ccccc1)c1cccs1
2	COc1ccc(CCNC(=O)COc2ccc3c(c2)OCO3)cc1
-24[25 µM]	COc1ccc(-c2ccc([C@@H]3[C@H]4CN(Cc5ccccc5)CC(=O)N4[C@H]3CO)cc2)cc1
7	COc1ccccc1CN1C(=O)CCC1(C)C(=O)NC1CCCCCC1 (configuration not stated)
-6	CCc1ccc2c(c1)C(=O)CCC2
10	CCN(CC)CCNC(=O)c1ccc(NC(=O)c2cccc(-n3cnnn3)c2)cc1
-3	CCNC(=O)C1(C)CCCN(Cc2noc(-c3c(C)noc3C)n2)C1 (configuration not stated)
-28[25 µM]	CN1c2ccc(-c3ccc(F)cc3)cc2[C@H]2[C@H](CCN2C(=O)Cc2cccnc2)[C@@H]1CO
4	Cc1nc2c(C)cccn2c(=O)c1NC(=O)c1cccs1
7[25 µM]	O=C(C[C@H]1C[C@@H]2c3cc(NC(=O)c4ccc5c(c4)OCO5)ccc3O[C@@H]2[C@@H](CO)O1)NC1CCCCC1
14[25 µM]	CC=Cc1ccc2n(c1=O)C[C@@H]1[C@@H](CO)[C@H](C(=O)NC3Cc4ccccc4C3)N(CC3CC3)[C@H]21 (mixture of isomers)
5	Cc1cc2nc(CS(=O)(=O)c3ccccc3)cc(=O)n2[nH]1
-4	COc1ccc(CCNC(=O)COC(=O)c2ccc(N3CCCC3=O)cc2)cc1
-2[25 µM]	C[C@@H]1CN([C@@H](C)CO)C(=O)CCCn2nncc2CO[C@@H]1CN(C)S(=O)(=O)c1ccc(-n2cccn2)cc1
-3	CN1CCN(S(=O)(=O)c2cccc(C(=O)N(C)C(c3ccccc3)c3ccccc3)c2)CC1
0	N#Cc1ccncc1S(=O)c1ccc(Cl)cc1 (configuration not stated)
0	Cc1cc(Nc2ccccc2)nc(N2CCN(C(=O)c3ccc4c(c3)OCO4)CC2)n1
3	CCOC(=O)C1(Cc2cccc(F)c2)CCN(C(=O)C2CCC2)CC1
-16[25 µM]	CO[C@@H]1CN(C)C(=O)c2ccc(NS(=O)(=O)CC(F)(F)F)cc2OC[C@H](C)N(Cc2nccs2)C[C@@H]1C
-1	CCC(=O)Nc1nc2c(OC)ccc(OC)c2s1
5[25 µM]	C[C@H](CO)N1C[C@H](C)[C@@H](CN(C)C(=O)c2cc(-c3ccccc3)on2)OCc2cn(nn2)CCCC1=O

Four entries out of the list above, arranged by the value under CD40 NFkB inh, descending:
CD40 NFkB inh	mol
4	Cc1nc2c(C)cccn2c(=O)c1NC(=O)c1cccs1
-1	CCC(=O)Nc1nc2c(OC)ccc(OC)c2s1
-3	CN1CCN(S(=O)(=O)c2cccc(C(=O)N(C)C(c3ccccc3)c3ccccc3)c2)CC1
-61	CCCC(=O)Nc1ccc2oc(-c3ccncc3)nc2c1

Further records.
CD40 NFkB inh	mol
-90	O=C(NC1CC1)c1cccc(NC(=O)c2cn3ccccc3n2)c1
-11&8[25 µM]	COc1ccc(S(=O)(=O)N2[C@@H]3CNC[C@H]2C3c2ccc(-c3ccncc3)cc2)cc1 (some centres not stated)
8	FC(F)(F)c1nnc2ccc(NCc3ccccc3)nn12
4	CCOC(=O)c1cc(CC)sc1N1C(=O)CC(Sc2ccccc2C(=O)O)C1=O (configuration not stated)
2	CCOC(=O)c1c[nH]c2c([N+](=O)[O-])cc(OC)cc2c1=O
13	Cc1cccc(NC(=O)C2CC(=O)N(c3ccc4c(c3)OCCO4)C2)n1 (configuration not stated)
-49	O=C1c2cccc3c(N4CCCCC4)ccc(c23)C(=O)N1c1ccc(O)cc1
-6	COc1ccc2c(CC(=O)OCC(=O)N(C)c3c(N)n(Cc4ccccc4)c(=O)[nH]c3=O)coc2c1
-79	O=C(Nc1nc(-c2ccc(Cl)s2)cs1)c1ccco1
-1[25 µM]	O=C(OCCN1CCOCC1)C1(c2ccccc2)CCCCC1
-4[25 µM]	CCCc1c(OCC(O)COc2ccc3c(=O)cc(C(=O)O)oc3c2CCC)ccc(C(C)=O)c1O (configuration not stated)
-3[25 µM]	CN1c2ccc(-c3cccc(C#N)c3)cc2[C@@H]2[C@@H](CCN2C(=O)Cc2ccccn2)[C@@H]1CO
-9	Cc1cc(C(=O)CN2C(=O)c3ccccc3S2(=O)=O)c(C)n1C(C)C
22	Cc1cc(NC(=O)CN(C)CC(=O)Nc2ccc(Cl)c(C(F)(F)F)c2)no1
4	CC1CCN(C(=O)Cn2cc([N+](=O)[O-])ccc2=O)c2ccccc2S1 (configuration not stated)
-15	c1ccc(OCc2nn3c(-c4ccco4)nnc3s2)cc1
4	CCN1CCN(C(=O)c2cc(S(=O)(=O)N3CC(C)CC(C)C3)ccc2Cl)CC1 (configuration not stated)
-18	O=C(COc1ccccc1Br)N1CCN(C(=O)c2cccs2)CC1
3	Cn1nc(C(F)(F)F)cc1Oc1ncc(C(F)(F)F)cc1Cl
-9[25 µM]	C[C@@H]1CN([C@@H](C)CO)C(=O)CCCn2cc(nn2)CO[C@H]1CN(C)C(=O)Nc1cccc(Oc2ccccn2)c1
12	Cc1nc2ccc(C(=O)N3CCN(Cc4ccccc4)CC3)cc2[nH]1
-3	CC(=O)C1=C(NC(=O)c2ccc(C(F)(F)F)cc2)C[C@@H]2[C@H]1C2(C)C
17	Cc1cc(NC(=O)CSc2nccn2-c2cccc(F)c2)no1
-24	Cc1ccc2c(c1)N(CC(=O)NCc1cccnc1)C(=O)CO2
2	C[C@H](CO)N1C[C@H](C)[C@H](CN(C)C(=O)NC2CCCCC2)Oc2c(NC(=O)C3CC3)cccc2C1=O
13	COc1ccc(C(C)(O)c2nc(-c3cccc(C(F)(F)F)c3)cs2)cc1 (configuration not stated)
-5[25 µM]	Cn1cnc(S(=O)(=O)N2C[C@H](O)COC[C@@H]3O[C@H](CC(=O)NCc4cccc(F)c4)CC[C@H]32)c1
-7	O=C(COc1ccccc1)Nc1ccncc1
-2[25 µM]	C[C@H](CO)N1C[C@H](C)[C@@H](CN(C)S(=O)(=O)c2cn(C)cn2)Oc2ccc(N(C)C)cc2C1=O
-2	Cc1ccc(S(=O)(=O)N(C)C)cc1NC(=O)CSc1ccc2c(c1)OCCO2

Exported with each value named: three of the compounds above
mol: Cc1cccc(NC(=O)C2CC(=O)N(c3ccc4c(c3)OCCO4)C2)n1 (configuration not stated)
- CD40 NFkB inh: 13
mol: O=C1c2cccc3c(N4CCCCC4)ccc(c23)C(=O)N1c1ccc(O)cc1
- CD40 NFkB inh: -49
mol: COc1ccc2c(CC(=O)OCC(=O)N(C)c3c(N)n(Cc4ccccc4)c(=O)[nH]c3=O)coc2c1
- CD40 NFkB inh: -6

The list continues:
CD40 NFkB inh	mol
8	O=C(NNC(=O)c1c(F)cccc1F)c1sccc1-n1cccc1
0	Cc1cc(C)c(NC(=O)CSc2nnc(Cc3cccn3C)n2-c2ccc(F)cc2)c(C)c1
-1	O=S(=O)(Nc1ccc(Cl)cc1)c1ccc(N2CCOCC2)c(NC(=S)NC2CC2)c1
6	CC(=O)N1CCc2cc(S(=O)(=O)N3CCc4ccccc43)ccc21
-6	CCCNC(=O)c1ccccc1NC(=O)c1ccc2c(=O)n3c(nc2c1)CCC3

2 of the compounds above, tab-delimited:
SMILES	CD40 NFkB inh
O=C(NNC(=O)c1c(F)cccc1F)c1sccc1-n1cccc1	8
Cc1cc(C)c(NC(=O)CSc2nnc(Cc3cccn3C)n2-c2ccc(F)cc2)c(C)c1	0

Not all compounds are listed; the hit share may differ from the screen's.
